Screening results (PubChem BioAssay)
GLP1R cytotox: cytotoxic in the GLP-1 receptor inverse agonist counter-screen. HEK293 cAMP-luciferase reporter cells, luminescence, 24 h. Potency, µM (highest dose often 38.3 µM), inactives show at the top dose activity change, negative = inhibition, most hits filed as inhibitors. actives 0.13% (n = 410,000). AID 624418;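 further: loss of luciferase light is scored as toxicity; potency means the concentration at half of the fitted maximal effect; on the % scale 0 is the no-effect control and ±100 the full control effect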
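Luminescence readout: signal drop marks cytotoxicity. Plated cells grew 12 h at 37 °C, 5% CO2, received 23 nL compound for 24 h, then got luciferase reagent, read after 12 min at RT.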
IL-1B inflam inh: blocks inflammasome-driven IL-1 beta release. THP-1 LPS/ATP IL-1B secretion, AlphaLISA, 16 h; hits give low values. actives 4.7% (n = 360,000). activity change, % at 57.5 µM; in the data active means activity change below about -50%; inconclusive means mostly about -30% to -49%; further: on the % scale 0 is the no-effect control and ±100 the full control effect
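Secreted IL-1B measured by AlphaLISA bead assay after 16 h compound exposure of THP-1 cells; compounds (final up to 57.5 uM) added 1 h before LPS (250 ng/mL) and ATP (1.25 mM) stimulation; lower signal means less secretion.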
HT1080-NT tox: kills 2HG-producing HT-1080-NT fibrosarcoma cells. AID 686970. actives 1.6% (n = 360,000). HT-1080-NT fibrosarcoma viability, CellTiter-Glo ATP luminescence, 48 h. Potency, µM (titrated, usually from 46.1 µM), for the others: top-dose activity, negative = less viability, most hits filed as cytotoxic;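 further: NT is the 2HG producing partner of a matched IDH1 knockdown line; potency means the concentration at half of the fitted maximal effect; 0% = DMSO-treated cells and -100% = media-only wells without cells; nearly all actives have a fitted effect of over 55% in size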
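Viability of the 2HG-overproducing fibrosarcoma line after 48 hours of compound exposure at 37 degrees C was determined by luminescence with CellTiter-Glo, and concentration-effect curves were then fitted and categorized.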
KB-V1 cytotox: KB-V1 MDR subline cytotoxicity | KB-V1 MDR cells viability, CellTiter-Glo, 72 h | Potency, µM (highest dose often 46.1 µM), for the others: at the highest dose activity change, negative = cytotoxicity, hits mostly cytotoxic | actives 3.4% (n = 400,000) | AID 1347076; further: potency means the concentration at half of the fitted maximal effect; on the % scale 0 is the no-effect control and ±100 the full control effect; nearly all actives have a fitted effect of over 60% in size
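KB-V1, DMEM (no phenol red) + 10% FBS; cpd pin-transferred, titration series; 72 h, 37 degrees C; CellTiter-Glo, luminescence. Data normalized, curve-fit.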
KB-3-1 tox: KB-3-1 parental cell cytotoxicity; KB-3-1 viability, CellTiter-Glo ATP luminescence, 72 h; Potency, µM (top dose mostly 46.1 µM), for the others: top-dose activity change, negative = cytotoxic, most hits filed as cytotoxic; actives 1.4% (n = 400,000); further: potency means the concentration at half of the fitted maximal effect; on the % scale 0 is the no-effect control and ±100 the full control effect; nearly all actives have a fitted effect of over 60% in size
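72 h, 37 °C compound treatment of KB-3-1 parental cells; CellTiter-Glo added, 10 min, luminescence read. Data corrected against DMSO-only plates and normalized before curve fitting.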
SW480 rereplic: DNA re-replication induction in SW480 cells | SW480 DNA re-replication, Hoechst DNA content imaging, 48 h | Potency, µM (doses to about 46.1 µM), for the others: at the top dose re-replication activation, hits mostly activators | actives 1.8% (n = 340,000) | AID 624297; further: potency means the concentration at half of the fitted maximal effect; % of control where 0% means no effect; nearly all actives have a fitted effect of over 55% in size
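Image-based DNA-content assay: after two days of treatment, nuclei were labelled with the DNA dye Hoechst and imaged, and hits were compounds raising the count of nuclei showing high fluorescence intensity.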
MCF10A rerep: DNA re-replication induction in MCF 10a cells. MCF 10A DNA re-replication, Hoechst nuclear intensity, 48 h. Potency, µM (top dose mostly 46.1 µM), without a hit: top-dose activity, positive = re-replication, usual class: activators. actives 2.9% (n = 350,000). AID 624296; further: potency means the concentration at half of the fitted maximal effect; % of control where 0% means no effect; nearly all actives have a fitted effect of over 50% in size
DRD3 agonist: activates the human D3 dopamine receptor. actives 0.58% (n = 410,000). P35462. D3R DiscoveRx beta-arrestin cells, luminescence, 90 min. max activation, %. AID 652048; in the data active means max activation above about 30%; further: 0% is about no effect; mostly tested at two doses, the higher about 12 µM
Target sequence (P35462 whole entry, looked up): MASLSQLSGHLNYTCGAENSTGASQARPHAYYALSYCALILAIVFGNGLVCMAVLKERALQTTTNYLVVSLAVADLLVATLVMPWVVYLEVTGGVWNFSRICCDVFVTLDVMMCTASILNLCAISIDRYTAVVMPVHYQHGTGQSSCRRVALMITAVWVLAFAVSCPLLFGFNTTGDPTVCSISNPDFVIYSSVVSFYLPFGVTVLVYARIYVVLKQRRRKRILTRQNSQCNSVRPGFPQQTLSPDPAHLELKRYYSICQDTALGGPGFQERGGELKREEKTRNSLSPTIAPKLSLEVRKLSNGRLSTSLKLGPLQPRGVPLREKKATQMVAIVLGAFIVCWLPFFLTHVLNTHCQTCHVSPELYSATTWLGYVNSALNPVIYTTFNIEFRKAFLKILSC
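Agonist-mode cell screen: cells plated at 1500/well and incubated overnight at 37 °C, then exposed to library compounds for 90 min at 37 °C. Detection reagent was added for 30–60 min at room temperature, and luminescence was read.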
HT1080 IDH1KD tx: toxicity to HT-1080 IDH1 knockdown cells (counter line). HT-1080 IDH1 knockdown viability, ATP luminescence, 48 h. Potency, µM (doses to about 46.1 µM), without a hit: at the top dose activity, negative = toxicity, actives largely listed as cytotoxic. actives 2% (n = 360,000);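 further: potency means the concentration at half of the fitted maximal effect; 0% = DMSO wells and -100% = cell-free medium wells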
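IDH1KD HT-1080 cells, 750/well, RPMI + 5% FBS; compound pinned after 2 h settling; 48 h, 37 °C; CellTiter-Glo luminescence; % activity normalised to DMSO and no-cell wells; curves fitted, classed by r2 and efficacy.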
* hit, by the source's call; u = inconclusive; x = not tested or not shown; [ ] = remark or other dose. Unless noted, the call rests on the fitted dose curve; in most records, active means well fitted curve in the direction sought with a large enough effect; inconclusive means small, poorly fitted or top-dose-only effect, or another doubt; inactive means no such curve, though single readings can be large; an effect the other way counts as inactive or inconclusive. This is a random part of the collection; any-hit rate near 11%.

SMILES	GLP1R cytotox	IL-1B inflam inh	HT1080-NT tox	KB-V1 cytotox	KB-3-1 tox	SW480 rereplic	MCF10A rerep	DRD3 agonist	HT1080 IDH1KD tx
COc1cc(OC)cc(C(=O)Nc2cc(-c3nc4cccnc4s3)ccc2C)c1	2.4%	x	x	-8.9%	5.5%	x	x	8.0	x
COc1ccc(/C=N/NC(=O)c2cc3c(OC)ccc(OC)c3[nH]2)cc1O	u	-27.0	2.31µM*	9.2µM*	2.91µM*	u	u	-9.3	0.411µM*
Cc1ccc(NC(=O)c2c(NC(=O)c3ccccc3Cl)sc3c2CCC3)cc1	-12.9%	x	x	6.6%	7.7%	x	x	-9.2	x
O=S1(=O)Cc2cc3ccccc3cc2C1	1.3%[7.66 µM]	27.0	9.7%	12.9%	-3.3%	2.5%	1.8%	0.6	15.0%
COc1ccccc1CNC(=O)C1CCCN(S(=O)(=O)c2cccc3nsnc23)C1 (configuration not stated)	2.2%	-25.1	-5.7%	-16.1%	-12.7%	-13.4%	1.4%	-11.5	-6.2%
CCOC(=O)/C(=C\C=C1/Sc2cc(OCC)c(OCC)cc2N1CC)C(C)=O	5.8%	-93.0*	-0.4%	u	-26.3%	0.7%	0.4%	1.7	10.4%
N#Cc1ccccc1OCC(=O)NCC(c1ccc(F)cc1)N1CCOCC1 (configuration not stated)	6.5%	9.8	15.5%	-7.6%	2.0%	1.4%	-0.1%	-2.9	4.5%
C(=N\N1CCN(C2c3ccccc3-c3ccccc32)CC1)/c1cccs1	-2.1%	17.5	12.5%	-17.4%	-0.3%	3.4%	-1.5%	-8.5	15.7%
COc1ccc(-c2ccc3oc(-c4ccc(OC)cc4)c(-c4cc(OC)c(OC)c(OC)c4)c3c2)cc1	9.3%	13.7	16.1%	-5.0%	4.2%	1.8%	-6.7%	0.4	-0.5%
COc1cccc2c1cc1c(=O)n(CC(=O)O)nc(C)n12	3.6%	x	x	u	16.3%	x	x	7.0	x
CCOC(=O)Cc1nc2ccccc2n(CC#N)c1=O	-5.6%	14.1	20.3%	42.9%	16.0%	1.0%	-16.7%	4.5	20.4%
COc1ccc(OC)c(C2=CC(=O)C[C@H](c3ccc(F)cc3)C2)c1	0.8%	u	-24.2%	-11.9%	-6.6%	x	x	0.8	-23.9%
CCc1ccc(OCC(=O)N2CC(C(N)=O)Oc3ccccc32)cc1 (configuration not stated)	12.7%	3.1	3.4%	-3.7%	8.5%	-42.6%	-1.7%	19.6	-1.9%
Cc1cccc(-n2ncc(C(=O)N3CCc4ccccc4C3)c2C2CCN(C(=O)OC(C)(C)C)CC2)c1	-12.0%	x	x	-8.5%	5.6%	x	x	-12.7	x
O=C(NCCCCCCNC(=O)OC1CCS(=O)(=O)C1)OC1CCS(=O)(=O)C1 (configuration not stated)	-9.9%	0.4	4.9%	3.3%	18.4%	-5.0%	0.0%	3.4	2.7%
CN(C)S(=O)(=O)c1cccc(NC(=O)c2ccc3nccnc3c2)c1	1.6%	26.6	-7.0%	-20.7%	-23.9%	u	3.3%	3.1	-7.4%
O=C(O)Cn1nc2ccccc2n1	-1.1%	5.3	5.0%	11.1%	-1.0%	-6.1%	9.1%	6.1	1.2%
CC(Sc1ccc(S(=O)(=O)N2CCN(C)CC2)cn1)C(=O)NC1CCCCC1 (configuration not stated)	3.5%	-12.7	-1.8%	-17.2%	24.9%	-7.2%	-2.0%	1.9	1.2%
COc1ccc(S(=O)(=O)Nc2ccc3c(c2)C(=O)N([C@H](C)CO)C[C@H](C)[C@@H](CN(C)S(=O)(=O)c2ccc(OC)cc2)O3)cc1	-5.6%	u	-3.1%	-1.2%	-14.0%	12.6%[9.22 µM]	3.1%	-34.2	-1.3%
O=C(CSc1nnc2n1CCCN2)c1ccccc1	-13.2%	1.8	9.7%	u	-0.4%	-11.3%	1.9%	0.8	0.0%
O=C1Nc2ccccc2N=C(c2ccccc2)C1Br (configuration not stated)	1.4%	4.9	12.0%	0.0%	21.3%	-6.1%	10.3%	9.9	7.7%
CC(C)CCC1(C)NC(=O)N(CC(=O)NCC(=O)Nc2ccc(F)c(F)c2F)C1=O (configuration not stated)	6.6%	9.1	-1.1%	25.1%	4.2%	-17.1%	-2.7%	3.0	0.2%
O=C(O)CSc1nnc(COc2ccc([N+](=O)[O-])cc2)n1-c1ccccc1	-2.2%	-0.7	9.2%	-6.0%	10.5%	-13.6%	-0.7%	-0.2	12.5%
O=c1cc(CSc2nnc(COc3ccc(Cl)cc3)o2)c2ccccc2[nH]1	1.6%	15.4	3.0%	-18.5%	12.7%	2.8%	-0.4%	1.6	-3.9%
CCOC(=O)C1=C(C)Nc2ccccc2S1	-2.9%	12.5	1.2%	-7.2%	1.5%	-2.1%	-4.4%	2.0	6.2%
CC(C)(C)[C@H]1C=C(C(=O)O)O[C@@H](OCc2ccc(CO)cc2)C1	10.9%	15.2	17.0%	0.0%	7.1%	-1.6%	-2.4%	0.0	13.2%
C#CCOCCOCCOCCNc1nc(N2CCN(C(=O)[C@H](CCCCN)n3cc(C(N)[C@H](C)CC)nn3)CC2)nc(N2CCN(C(=O)[C@H](CCC(=O)O)n3cc(C(N)[C@H](C)CC)nn3)CC2)n1 (some centres not stated)	0.0%	5.6	3.1%	-7.4%	5.3%	-13.0%	19.1%	-4.3	-0.9%
CC(C)(C)c1cnnn1-c1ccc(NC(=O)c2ccc3c(c2)OCO3)cc1	5.3%	-15.1	5.8%	-12.4%	-0.3%	6.9%	3.8%	7.4	-4.2%
COc1cccc(C(=O)Nc2c(F)cccc2F)c1	1.0%	-28.6	21.6%	2.5%	11.8%	-2.5%	-3.3%	5.0	19.4%
CCN(CC)C(=O)N1CCC(NC(=O)c2ccccc2)CC1	-0.7%	11.8	11.4%	1.1%	11.5%	-1.8%	1.9%	-4.9	0.4%
COc1ccc(-c2n[nH]c(C)c2-c2cc(OC)ccc2O)cc1	-12.8%	-10.0	-1.8%	-1.5%	-7.7%	-8.8%	2.3%	3.6	-1.6%
COc1ccc(C(NC(N)=O)c2ccccc2)cc1 (configuration not stated)	-7.5%	14.6	1.1%	13.5%	-2.2%	-2.3%	-1.9%	-1.3	1.6%
O=C(CSc1n[nH]c(=O)n1-c1ccc2c(c1)OCCO2)Nc1ccccc1	0.0%	6.2	1.8%	16.3%	0.2%	u	11.9%	-9.4	13.0%
COC(=O)C1(C(=O)OC)C/C=C\CN(S(=O)(=O)c2ccccc2[N+](=O)[O-])CCC1	-5.7%	18.1	11.2%	3.4%	-8.7%	x	x	0.7	6.9%
CCn1c(SCC(=O)Nc2cccc(C)c2)nc2c(c1=O)SC(C)C2 (configuration not stated)	-3.9%	-11.0	1.9%	29.4%	5.5%	1.5%	-0.1%	2.7	-3.7%
COc1ccc(OC)c(CCNC(=O)Cc2ccc(NC(=O)C3=C(C)OCCS3)cc2)c1	-10.9%	-21.0	4.0%	u	-2.1%	x	x	-5.4	-0.1%
O=C(CN1C(=O)NC2(CCCCC2)C1=O)Nc1cc(C(F)(F)F)ccc1N1CCCC1	1.3%	-0.2	0.3%	0.0%	-4.4%	1.5%	-4.3%	1.7	-1.1%
C=CCc1ccccc1OCC(O)CN(CC)CC (configuration not stated)	u	-12.0	9.5%	2.4%	-6.9%	u	u	-9.1	-0.5%
COc1cccc(CNC(=O)CCC(=O)N2CC(C)Oc3ccccc32)c1OC (configuration not stated)	-23.3%	-16.7	-12.0%	1.9%	4.3%	2.1%	6.8%	10.1	8.4%
Fc1cccc(Nc2nc(N3CCOCC3)nc(N3CCOCC3)n2)c1	-1.6%	u	0.3%	0.5%	u	u	23.1µM*	1.2	-9.1%
O=C(NCc1ccccc1)C1c2ccccc2OCC(=O)N1CC(F)(F)F (configuration not stated)	0.5%	-10.1	21.4%	-20.0%	-4.1%	x	x	4.6	18.6%
CCc1ccc(N(CC)C(=O)CCn2cnc3onc(-c4ccc(F)cc4)c3c2=O)cc1	-8.1%	x	x	6.7%	1.5%	x	x	0.8	x
COC(=O)c1ccc(C(C2C(=O)CC(C)(C)CC2=O)C2C(=O)CC(C)(C)CC2=O)cc1	5.6%	4.5	19.7%	5.4%	6.3%	-10.5%	-0.7%	-15.9	12.0%
COc1cccc(CNC(=O)c2ccc(N3CCOCC3)c([N+](=O)[O-])c2)c1	-12.4%	-12.4	9.7%	-1.4%	0.0%	-5.0%	4.7%	-0.3	-17.5%
COc1ccc2[nH]c(O)c(NC(C)=O)c2c1	-5.0%	0.1	19.2%	u	-1.4%	-1.8%	15.7%	-4.2	13.1%
O=C1OCCC1N1C(=O)c2ccccc2S1(=O)=O (configuration not stated)	-5.4%	10.3	15.0%	u	12.0%	1.6%[9.22 µM]	13.5%	2.4	12.0%

Part of the list above in order of heavy-atom count, smallest number first:
SMILES	GLP1R cytotox	IL-1B inflam inh	HT1080-NT tox	KB-V1 cytotox	KB-3-1 tox	SW480 rereplic	MCF10A rerep	DRD3 agonist	HT1080 IDH1KD tx
COc1ccc2[nH]c(O)c(NC(C)=O)c2c1	-5.0%	0.1	19.2%	u	-1.4%	-1.8%	15.7%	-4.2	13.1%
O=C1OCCC1N1C(=O)c2ccccc2S1(=O)=O (configuration not stated)	-5.4%	10.3	15.0%	u	12.0%	1.6%[9.22 µM]	13.5%	2.4	12.0%
COc1cccc(CNC(=O)c2ccc(N3CCOCC3)c([N+](=O)[O-])c2)c1	-12.4%	-12.4	9.7%	-1.4%	0.0%	-5.0%	4.7%	-0.3	-17.5%
